Fluor 339 460 = intrinsic fluorescence of library compounds, ex339/em460 – biochemical, MLSMR library, data from DPM-DC assay, artefact control, profiling panel | compound autofluorescence, ex339/em460 nm, NADH buffer; stronger effect = higher value; 1 = no-compound wells, NADH background | fluorescence fold increase at 10 µM | 5.5% of 65,000 active;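 active = at 10 µM, mean starting fluorescence two-fold or more over control wells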;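 also: signal is the first read of a kinetic run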
Hsp90 inh = displaces geldanamycin probe from tumor Hsp90. NCI-N417 lysate Hsp90, Cy3B-geldanamycin FP displacement. inhibition, % at 30 µM. AID 429. 0.35% of 64,000 active;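 active = inhibition above 50%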;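 also: 0% = tracer plus lysate wells and 100% = tracer alone without lysate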
HTR1A agonist = agonists of human 5-HT1a serotonin receptor. P08908. CHO 5-HT1a Ga15 NFAT-bla reporter, FRET ratio; 0% basal, 100% maximal reference agonist. activation, % at 10 µM. 0.56% of 65,000 active;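 active = activation above the screen-wide mean activation plus 3 SD, cut at about 19% in these data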;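 also: 0% = DMSO wells and 100% = 5-CT at EC100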
Target sequence (P08908 whole entry, looked up): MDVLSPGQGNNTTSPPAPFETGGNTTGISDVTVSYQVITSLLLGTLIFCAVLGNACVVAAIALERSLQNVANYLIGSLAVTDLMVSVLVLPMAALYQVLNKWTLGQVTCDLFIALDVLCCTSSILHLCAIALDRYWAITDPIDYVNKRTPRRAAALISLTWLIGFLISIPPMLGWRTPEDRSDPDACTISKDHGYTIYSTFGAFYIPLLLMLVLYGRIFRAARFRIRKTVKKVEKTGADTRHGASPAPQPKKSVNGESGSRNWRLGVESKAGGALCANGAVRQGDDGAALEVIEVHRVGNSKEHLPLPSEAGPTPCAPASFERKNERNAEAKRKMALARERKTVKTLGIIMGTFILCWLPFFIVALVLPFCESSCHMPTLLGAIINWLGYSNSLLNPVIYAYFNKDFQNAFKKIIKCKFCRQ
M1 ag = activates the M1 muscarinic receptor. CHO-M1 cells, Fluo-4 calcium fluorescence, agonist mode; stronger effect = higher value. B-score at 10 µM. 3% of 64,000 active;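 active = fluorescence rise, raw or as B-score row- and column-corrected plate score, outside the 99.7% band of its plate's samples, either direction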
Ec RNAP inh = inhibitors of Escherichia coli RNA polymerase; E. coli RNA polymerase, fluorescence transcription assay; inhibition, %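 (tested at 10 µM)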; 0.2% of 62,000 active; in the data active = inhibition above about 20%;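 also: 0% = enzyme without compound and 100% = no enzyme blank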
M1 antagonist = antagonists of rat M1 muscarinic receptor. AID 628. B-score at 10 µM. CHO-M1 cells, Fluo-4 calcium, ACh EC80 antagonist mode; stronger effect = lower value. 3.4% of 64,000 active;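 active = calcium fluorescence response, raw or row-and-column corrected B-score, differing from the plate sample mean either way at a set confidence level, mostly lower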
Her2 expr inh = Her2 kinase expression inhibition. P04626. SKBR-3 HER2 protein level, AlphaScreen, 18-24 h; stronger effect = lower value. HER2 level % of control, % at 10 µM. 0.69% of 65,000 active. AID 645;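 active = HER2 level under 5% of the carrier-only control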;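 also: 100% = DMSO carrier and 0% = 500 nM PU-H71 HSP90 inhibitor; lower value means stronger loss of Her2 protein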
D1 allo mod = D1 dopamine receptor (human) allosteric modulation; P21728; HEK293 D1, CRE-luciferase, dopamine EC30 potentiation; actives deviate in either direction; B-score at 10 µM; 5.9% of 58,000 active;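 active = luminescence count or its row- and column-corrected plate score outside the 99.7% band of the plate's sample wells, on either side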
Target sequence (P21728 whole entry, looked up): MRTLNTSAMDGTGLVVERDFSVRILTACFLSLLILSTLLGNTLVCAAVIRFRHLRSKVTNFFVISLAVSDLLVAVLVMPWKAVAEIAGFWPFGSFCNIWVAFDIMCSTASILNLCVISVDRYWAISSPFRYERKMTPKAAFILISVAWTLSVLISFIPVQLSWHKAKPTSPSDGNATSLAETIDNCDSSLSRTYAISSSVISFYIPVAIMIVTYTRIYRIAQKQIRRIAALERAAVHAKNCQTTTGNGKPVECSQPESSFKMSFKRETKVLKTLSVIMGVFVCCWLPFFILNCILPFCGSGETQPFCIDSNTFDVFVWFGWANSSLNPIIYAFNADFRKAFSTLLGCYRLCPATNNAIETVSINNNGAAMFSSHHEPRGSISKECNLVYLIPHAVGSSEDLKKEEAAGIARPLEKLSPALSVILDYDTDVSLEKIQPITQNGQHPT
NADH coupling = blocks coupling enzymes of NAD/NADH assays | coupled PK/LDH NADH assays, four targets | 0.02% of 65,000 active | IC50, µM (top dose mostly 10 µM), without a hit: top-dose inhibition | AID 774;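 active = single-dose screening hits from any of four coupled enzyme assays that gave an IC50 when retested across doses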;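 also: the DPM-DC format reads NADH fluorescence rather than 340 nm absorbance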
* hit, by the source's call; / = no result given; [ ] = another dose, or the depositor's remark.

canonical_smiles	Fluor 339 460	Hsp90 inh	HTR1A agonist	M1 ag	Ec RNAP inh	M1 antagonist	Her2 expr inh	D1 allo mod	NADH coupling
O=c1cc(N2CCN(c3cccc(Cl)c3)CC2)[nH]c(=O)n1C1CCCCC1	1.1	2	-0.7	0.063	11	-0.22	55	-0.047	8%
Cc1cncn1CCc1nc2c3ccccc3nc(=S)n2[nH]1	1	-1	-0.1	-1.1	9	0.0012	73	-0.0028	4%
C=CCc1ccc(OCC(O)CN2CCCCC2C)c(OC)c1 (centres undefined)	1	-1	-0.8	0.046	8	-2.5*	104	/	5%
CC(C)OC(=O)CSc1nnc(-c2ccc(Cl)cc2Cl)o1	1.1	2	-3.9	2.4	6	-0.083	108	-1.7	5%
OC(COc1ccc(Cl)c2ccccc12)CN1CCN(c2ccccn2)CC1 (centres undefined)	1.1	/	2.5	-0.22	0	-0.2	94	-0.83	8%
Cc1cc(=O)n(-c2ccc(O)cc2)[nH]1	1.1	-4	-3.2	-0.26	5	1	81	1.1	6%
CCCNC(=O)CS(=O)(=O)Cc1nc(-c2cccc(OC)c2)oc1C	1	1	-3.6	0.79	-12	-0.35	77	1.1	3%
COc1ccc(OCCN(C)Cc2ccccc2)cc1	1.1	7	-0.9	-0.078	5	-0.33	90	0.34	4%
Cc1ccc(NC(=O)CS(=O)CC(=O)NC2CCN(Cc3ccccc3)CC2)c(C)c1 (centres undefined)	1.1	2	1.2	0.21	-6	-7.8*	89	/	5%
CC(C)(C)N=C1NC(=NC(C)(C)C)c2ccccc21	1.2	1	9.2	-0.31	5	-6.2*	66	-5.3*	2%
O=C(c1cc2nc(C3CC3)cc(C(F)(F)F)n2n1)N1CCCC1	1.2	-1	-0.8	0.061	-4	-0.17	94	1.5	6%
COc1ccc(OC)c(N(CC(=O)Nc2ccc3c(c2)OCO3)S(=O)(=O)c2ccccc2)c1	1	/	0.3	2.8*	-2	0.5	60	-2	3%
COc1ccc(C2C(C(=O)NCCN3CCOCC3)c3ccccc3C(=O)N2C)cc1OC (centres undefined)	1.1	/	0.6	-0.23	5	0.37	80	-1	8%
COc1ccc(OC)c(NC(=O)CSc2nnc(C)n2Cc2ccccc2)c1	1.1	0	0.4	0	7	-0.28	106	0.51	4%
CCC(C)c1ccc(NC(=O)C2CC2)cc1 (centres undefined)	1	-3	-3.4	-0.23	10	-0.54	118	0.23	1%
CCc1cc2c(=O)c(-c3nc4ccccc4[nH]3)coc2c(CN2CCC(C)CC2)c1O	1.2	-2	1.0	1.2	8	-0.42	100	0.29	5%
COCCn1c(=O)[nH]c2cc(C(=O)N3CCN(c4ccccc4OC)CC3)ccc2c1=O	1	0	0.6	-0.44	-8	-0.22	/	-0.0082	3%
COCCCNC(=O)c1c(N)n(/N=C/c2ccccn2)c2nc3ccccc3nc12	1.3	-1	3.5	1.8	16	-0.35	116	-1	8%
COc1ccc(Cl)cc1NC(=O)C1CC(=O)N(c2ccc(F)cc2)C1 (centres undefined)	1.1	-5	0.2	0.34	10	-0.021	114	-1.5	4%
O=C(c1cc(-c2ccccc2O)on1)N1CCc2ccccc2C1	1.1	-4	2.3	-1.3	10	-0.022	77	0.52	2%
O=C(NC1(C(F)(F)F)NC(=O)N(Cc2ccco2)C1=O)c1cccnc1 (centres undefined)	0.99	-5	-2.2	-0.038	9	-0.89	81	-1.9	4%
NC1=CC(=O)c2cccc3cccc1c23	0.96	22	-1.9	53*	9	-0.76	82	-0.029	8%
CC(=O)NC(C1C(=O)CC(C)(C)CC1=O)(C(F)(F)F)C(F)(F)F	1.1	1	-4.2	0.039	/	0.2	104	0.93	4%
CCOC(=O)N1CCN(C(=O)Nc2ccc3nc(C)c(C)nc3c2)CC1	2.2*	-5	-1.2	-0.081	-6	-0.32	89	-0.12	7%[fluoresces]
Cn1c(=O)c2c(nc(NCCCN3CCOCC3)n2Cc2ccc(Cl)cc2)n(C)c1=O	1.1	-4	-1.6	-0.03	8	0.15	77	/	4%

Entries shown so far that have an aryl thioether with sulfur outside any ring (2):
canonical_smiles	Fluor 339 460	Hsp90 inh	HTR1A agonist	M1 ag	Ec RNAP inh	M1 antagonist	Her2 expr inh	D1 allo mod	NADH coupling
CC(C)OC(=O)CSc1nnc(-c2ccc(Cl)cc2Cl)o1	1.1	2	-3.9	2.4	6	-0.083	108	-1.7	5%
COc1ccc(OC)c(NC(=O)CSc2nnc(C)n2Cc2ccccc2)c1	1.1	0	0.4	0	7	-0.28	106	0.51	4%

Later entries.
canonical_smiles	Fluor 339 460	Hsp90 inh	HTR1A agonist	M1 ag	Ec RNAP inh	M1 antagonist	Her2 expr inh	D1 allo mod	NADH coupling
O=C(NCc1ccco1)c1cccc(S(=O)(=O)N2CCOCC2)c1	1.2	-2	1.4	0.96	12	-0.43	114	/	4%
Cc1cc(C)nc(N(C#N)CC(=O)N(c2ccccc2)C(C)C)n1	1.1	-4	-1.6	0.033	9	0.4	163	/	1%
Cc1cc(C)nc(N(C#N)CC(=O)N2CCC(C(N)=O)CC2)n1	1.1	0	-1.7	0.23	4	-0.11	94	0.078	2%
Cc1ccc(N2CCN(S(=O)(=O)c3ccc(F)c(C)c3)CC2)c(C)c1	1.1	-9	1.1	-0.67	3	0.016	51	0.2	3%
Cc1nc(-c2ccccc2)cc(=O)[nH]1	1.1	1	-3.1	-0.42	5	0.089	97	2.2	5%
COc1ccc(-c2[nH]ncc2-c2cnc(C)s2)c(O)c1	1.1	-1	-1.0	0.085	3	-0.76	91	-0.48	4%
COCC(=O)OCn1nnc2ccccc2c1=O	1	1	-2.1	2.4	-2	-0.46	87	0.51	6%
COc1ccccc1N1CCN(S(=O)(=O)c2ccc3c4c(cccc24)C(=O)N3C)CC1	1.2	-4	-2.1	-0.34	-1	0.21	86	-0.33	5%
Cc1ccc(S(=O)(=O)NCC(=O)OCN2C(=O)c3ccccc3C2=O)cc1	1	-1	-1.3	-0.04	6	0.18	124	1.5	1%
O=C(NCc1ccco1)N1c2ccccc2Sc2ccccc21	1.1	/	/	2.4	5	-1.7	152	-0.95	6%
CCc1nnc(NC(=O)c2ccc(NS(=O)(=O)c3ccccc3)cc2)s1	1.4	-2	-1.9	0.036	4	0.14	98	0.036	7%
CC1Cc2ccccc2N1C(=O)CCN1C(=O)C2C3C=CC(C3)C2C1=O (centres undefined)	1.1	0	-0.7	-0.38	7	-1.4	110	3.6	7%
CCN1C(=O)C2C(c3cccc(F)c3)NC(CC)(C(=O)OC)C2C1=O (centres undefined)	1.1	1	0.0	-0.1	14	-0.016	154	-0.63	7%
O=C(CSc1nc(-c2ccccc2)cc(=O)[nH]1)N1CCc2ccccc21	1.1	-7	1.4	-0.7	6	-0.16	93	0.74	1%
COc1ccc(S(=O)(=O)N2CCCN(CC(=O)C(C)(C)C)CC2)cc1	1.1	-5	0.4	0.21	-8	0.0015	97	1.5	5%
CCc1nc(-c2ccccc2O)n(-c2ccccc2)n1	1.2	2	0.0	1.1	/	0.58	80	/	0%
CCOc1ccc(-n2c(=O)[nH]cc(C(=O)N3CCCc4ccccc43)c2=O)cc1	1.1	1	-3.3	-1.7	4	-0.63	80	0.081	3%
O=C(Nc1nccs1)C1CCN(S(=O)(=O)c2cccnc2)CC1	1	-3	0.9	-0.76	6	-0.42	106	0.53	3%
Cc1ccccc1Cc1c(C)nc2c(C(=O)NCc3ccco3)cnn2c1C	3.3*	-4	-0.1	0.93	3	-0.12	101	1.6	7%
COC(=O)/C=c1/s/c(=C(/C#N)C(=O)N2CCCCC2)n(-c2ccccc2)c1=O	1.1	-7	1.4	0.047	2	0.07	68	/	4%
CCC(C)(C)NC(=O)C(OC(=O)c1cc2sccc2n1C)c1ccc(OC)cc1 (centres undefined)	1	0	1.0	-0.7	2	0.021	87	-0.5	0%
Cc1cc(Nc2cccc(F)c2)n2nc(C)nc2n1	1.1	-2	-1.1	-0.095	7	0.1	106	/	8%
O=C1C(Cl)=C(NCCCN2CCOCC2)C(=O)N1CCc1ccccc1	1.1	-3	-1.0	1.5	8	-0.092	93	1.1	11%
Cc1cc(C)nc(-n2nc(C)cc2NC(=O)c2ccc(Br)o2)n1	1	-3	-0.8	-0.23	9	0.22	77	6*	2%
O=C(C1CCCN(S(=O)(=O)c2cccc3nsnc23)C1)N1CCN(c2ccccn2)CC1 (centres undefined)	1	-6	1.9	3.1*	5	-1.4	73	-0.036	2%

Just Ec RNAP inh and Hsp90 inh (2 entries from above):
| smiles | Ec RNAP inh | Hsp90 inh |
| --- | --- | --- |
| O=C1C(Cl)=C(NCCCN2CCOCC2)C(=O)N1CCc1ccccc1 | 8 | -3 |
| Cc1cc(C)nc(-n2nc(C)cc2NC(=O)c2ccc(Br)o2)n1 | 9 | -3 |

Remaining list, next part.
canonical_smiles	Fluor 339 460	Hsp90 inh	HTR1A agonist	M1 ag	Ec RNAP inh	M1 antagonist	Her2 expr inh	D1 allo mod	NADH coupling
O=C(Cc1cc(=O)oc2cc(O)ccc12)NCC1CCC(C(=O)O)CC1 (centres undefined)	3.9*	-1	5.6	0.42	-191	0.79	62	-0.75	4%[fluoresces]
O=C(Cc1ccc(-c2ccccc2)cc1)NCCN1CCOCC1	1.1	-1	-2.4	-0.85	3	0.22	104	/	4%
O=S(=O)(c1ccc(Cl)cc1)N1CCN(C2CCCCCC2)CC1	1.1	-5	-2.5	0.84	10	-0.55	95	-0.15	2%
CSc1nc(C)cc(OCNC(=O)c2cccs2)n1	1.1	0	0.7	0.46	-3	-0.32	93	3.6	2%
CCOC(=O)Cc1nc2ccccc2[nH]1	1.2	-2	-0.8	0.43	9	-4.1*	96	0.0063	4%
Cn1ncc2nnn(-c3ccccc3)c(=O)c21	1.1	-4	2.1	-0.56	2	-1.8	140	/	4%
O=C(Nc1ccc2c(c1)OCO2)C1(S(=O)(=O)c2ccc(Cl)cc2)CC1	1.1	35	-1.8	-0.47	1	-1	97	-0.0067	3%
COC(=O)c1cc(Br)c(=O)n(Cc2ccncc2)c1	1.1	-13	0.4	-0.48	/	-0.58	71	-0.002	3%
COc1ccc(C2CC(c3ccco3)n3ncnc3N2)cc1 (centres undefined)	1	0	0.1	-0.43	3	0.84	103	0.16	2%

High-throughput results from PubChem BioAssay.
